# Compound activity: PubChem BioAssay, several laboratories
# Ba/F3 V617F tox – lowers viability of Ba/F3 cells expressing EpoR and JAK2V617F. ATP luminescence. 1.1% of 220,000 active. inhibition, % at 5.6 µM. AID 1446;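 active = inhibition above the campaign mean plus 3 SD over all tested compounds, cut at about 24% in these data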;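 also: cytokine-independent growth of Ba/F3 cells driven by EpoR plus mutant JAK2; 0% = DMSO-treated cells and 100% = JAK inhibitor I control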
# CHOP inh – blocks CHOP induction under ER stress; CHO-K1 CHOP-promoter luciferase, tunicamycin-induced, 15-18 h; inhibition, % at 10 µM; 3.8% of 220,000 active; AID 2732;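 active = compounds that reduced the stress-induced luciferase reporter signal by more than about 70% of percent inhibition, limit read from the data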;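 also: 0% = tunicamycin plus vehicle and 100% = wells without tunicamycin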
# NPY2 pot ag – human NPY-Y2 potentiation or agonism, primary screen; P49146; AID 1359; cells expressing NPY-Y2, potentiator/agonist read-out; 0.45% of 220,000 active; activation, % at 3.6 µM; in the data active = activation above about 27%;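 also: cells stimulated with NPY near EC25 plus isoproterenol at EC100; 0% = vehicle plus submaximal agonist and 100% = vehicle plus saturating agonist; some results beyond the cut were filed as inactive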
# NCF1 inh – blocks human p47phox regulatory protein of NADPH oxidases; inhibition, % at 24.7 µM; AID 1274; P14598; 0.53% of 220,000 active; p47phox/p22phox peptide binding, fluorescence polarization, 2 h;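 active = inhibition above about 30%, limit read from the data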;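 also: 0% = p47phox with labelled peptide and 100% = labelled peptide alone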
# Target sequence (P14598 whole entry, looked up): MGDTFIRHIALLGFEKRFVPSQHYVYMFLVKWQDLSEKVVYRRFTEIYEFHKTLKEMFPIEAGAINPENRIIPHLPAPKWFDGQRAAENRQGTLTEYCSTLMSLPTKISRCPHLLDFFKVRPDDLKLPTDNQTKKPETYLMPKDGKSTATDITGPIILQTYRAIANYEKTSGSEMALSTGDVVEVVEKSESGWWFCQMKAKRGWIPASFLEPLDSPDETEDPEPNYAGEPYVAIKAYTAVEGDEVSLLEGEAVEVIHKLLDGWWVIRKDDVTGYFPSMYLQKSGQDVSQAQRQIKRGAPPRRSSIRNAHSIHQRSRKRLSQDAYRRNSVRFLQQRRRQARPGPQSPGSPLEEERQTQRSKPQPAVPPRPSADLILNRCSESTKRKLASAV
# NPY Y1 blocker – antagonists of human neuropeptide Y receptor Y1; inhibition, % at 3.6 µM; HEK293-CNG Y1 cells, membrane potential fluorescence; NPY at EC95, then isoproterenol; AID 1040; 1% of 200,000 active;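 active = inhibition above the campaign mean inhibition of all tested compounds plus 3 SD, cut at about 20% in these data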;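 also: 0% = DMSO wells given NPY plus isoproterenol and 100% = isoproterenol alone without NPY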
#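 Material: HEK293 cells co-expressing NPY Y1 receptor and cyclic-nucleotide gated channel. Timing: compound incubation 1 h at room temperature, readout 45 min post-stimulation. Signal: fluorescence, membrane potential probe.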
# S1P4 agonist – agonists of human S1P4 receptor. 0.35% of 220,000 active. AID 1509. activation, % at 4.98 µM. S1P4-expressing cell line, agonist reporter assay. O95977; in the data active = activation above about 11%;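 also: 0% = DMSO vehicle and 100% = reference agonist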
# Target sequence (O95977 whole entry, looked up): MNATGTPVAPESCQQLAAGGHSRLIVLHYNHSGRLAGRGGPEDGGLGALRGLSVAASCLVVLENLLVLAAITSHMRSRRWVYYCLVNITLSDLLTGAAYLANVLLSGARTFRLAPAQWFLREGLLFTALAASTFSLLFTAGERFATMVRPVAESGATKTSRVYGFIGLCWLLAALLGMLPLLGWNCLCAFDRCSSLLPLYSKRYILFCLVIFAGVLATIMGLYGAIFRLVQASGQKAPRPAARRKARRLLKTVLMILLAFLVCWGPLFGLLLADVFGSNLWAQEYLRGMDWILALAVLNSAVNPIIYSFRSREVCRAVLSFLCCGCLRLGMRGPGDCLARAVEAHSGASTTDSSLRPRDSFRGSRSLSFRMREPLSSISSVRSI
# BaF3 parental – parental Ba/F3 viability inhibition as JAK2V617F counter-screen; CellTiter-Glo ATP luminescence; inhibition, % at 5.6 µM; 1.1% of 220,000 active;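 active = inhibition above a per-campaign cutoff, the mean inhibition of all tested compounds plus 3 SD, cut at about 27% in these data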;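 also: 0% = DMSO wells and 100% = JAK Inhibitor I control wells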
# NPY-Y1 PAM-ag – human NPY-Y1 potentiation or agonism, primary screen | P25929 | NPY-Y1 expressing cells, potentiator/agonist activation | activation, % at 3.6 µM | 0.37% of 220,000 active | AID 1304; in the data active = activation above about 33%, passing the limit was not always enough;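 also: cells stimulated with NPY at EC10 then isoproterenol at EC100; 0% = low agonist plus stimulus and 100% = saturating agonist plus stimulus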
# S1P4 antagonist – blocks the human S1P4 receptor | AID 1510 | inhibition, % at 4.98 µM | 0.26% of 220,000 active | S1P4-expressing cells, antagonist mode, reporter read-out; in the data active = inhibition above about 29%;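 also: 0% = wells stimulated with agonist and 100% = vehicle wells without agonist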
# The depositor's hits bear a star; · = not tested or not shown.
SMILES,Ba/F3 V617F tox,CHOP inh,NPY2 pot ag,NCF1 inh,NPY Y1 blocker,S1P4 agonist,BaF3 parental,NPY-Y1 PAM-ag,S1P4 antagonist
Clc1cccc2sc(-c3nnc(-c4ccccc4)o3)c(Cl)c12,-2.1,·,14.5,·,12.1,5.9,3.8,12.4,-6.0
O=C(c1ccc(-c2ccc([N+](=O)[O-])cc2)o1)N1CCCCC1,7.5,-22.2,-7.5,1.7,5.4,2.7,10.3,5.2,-3.1
O=C(c1cccc([N+](=O)[O-])c1)N1CCN(C(=O)c2ccco2)CC1,-1.1,14.1,-3.8,-1.0,-4.4,0.0,3.4,-4.0,-7.3
O=C(CSc1nc2ccccc2n1S(=O)(=O)c1ccccc1)N1CCCCC1,-3.1,7.3,-14.5,-17.5,2.8,0.7,2.6,7.5,-3.3
CC(C)(C)NS(=O)(=O)c1ccc(/C=C/C(=O)O)cc1,-2.3,15.0,-1.7,-4.7,-3.8,-0.3,2.9,2.2,-6.7
C=CCSc1nc2c(cc1C#N)CCC2,0.1,19.7,-13.6,-8.4,2.8,0.0,3.4,-17.5,-10.4
O=C(O)Cn1nc(C(F)(F)F)c2c1CCCC2,0.4,-6.2,-4.7,-8.4,5.8,0.1,3.3,1.8,5.8
Cc1nnsc1C(=O)Nc1cccc(Cl)c1Cl,0.6,14.7,1.0,3.3,-4.3,1.0,0.6,-5.6,5.8
CCc1cc(OCCCSc2nc(C)cc(=O)[nH]2)ccc1Cl,3.1,60.9,-5.4,-4.6,5.9,2.0,8.9,-9.0,0.1
COc1ccc(C(=O)Nc2ccc(S(=O)(=O)NC(C)C)cc2)cc1,-4.3,9.7,10.5,-8.8,-0.4,1.5,1.5,17.1,-12.3
COc1ccc(Nc2nc(N)nc(CN3CCc4ccccc4C3)n2)cc1,-1.9,25.2,10.1,-11.2,-1.6,0.1,0.6,1.8,-14.0
COc1ccc(NS(=O)(=O)c2cccc(N/C(=N\S(=O)(=O)c3ccccc3)c3ccc(F)cc3)c2)cc1,-1.5,37.8,17.4,-9.2,-0.6,-0.6,4.6,30.5,-8.2
COC(=O)c1n[nH]nc1-c1ccccc1,0.1,20.5,-4.0,0.1,3.8,1.2,0.2,-7.9,-20.6
O=C(Cn1nc(C(=O)O)c2ccccc2c1=O)NCc1ccco1,-0.5,3.8,1.9,6.4,7.1,1.6,2.7,6.4,8.4
CN(c1ccccc1)S(=O)(=O)c1cccc(C(=O)NNC(=O)c2ccccc2)c1,-0.9,39.3,-3.1,-5.4,-6.0,1.4,7.9,-22.0,-20.1
Cc1ccc(NC(=S)C2=C(O)c3ccccc3N(C)S2(=O)=O)cc1,0.2,25.5,-5.2,-10.6,-2.3,0.4,7.0,9.4,4.8
c1ccc(-c2noc(CN3CCc4sccc4C3)n2)cc1,-1.3,15.6,4.7,-19.2,11.8,-0.3,3.0,-15.0,-2.0
COc1ccc2cc(Br)ccc2c1CC(=O)NCC1CCCO1 (stereo not given),2.9,22.7,-3.5,2.0,4.4,-0.2,8.6,-10.9,-2.5
CNS(=O)(=O)c1ccc2c(c1)oc(=O)c1cc(S(=O)(=O)NC)ccc12,0.3,10.2,-1.9,-2.6,8.5,-1.7,3.9,-13.3,-16.5
CCCn1nc2cc(C(=O)NCC34CC5CC(CC(C5)C3)C4)ccc2c1OCC,-3.4,10.7,-12.9,-7.7,-0.6,1.1,-4.0,-9.4,2.0
CCOC(=O)N1CCN(C(=O)c2ccccc2NC(=O)c2ccc(OC)cc2)CC1,-3.3,3.1,6.8,-8.0,2.3,1.8,1.9,6.7,-3.6
CCCCC(=O)C1=C(N2CCCC2)CC(C)(C)CC1=O,7.0,30.2,11.5,-23.3,0.8,0.8,8.8,-8.4,0.7
CC1C(c2ccccc2)C(C#N)(C#N)C2(C#N)C(=O)NC1(N)C2C (stereo not given),-1.0,10.5,7.1,-5.0,-0.3,2.8,2.3,6.5,-9.0
CC(C)COC(=O)NCCOC(=O)Nc1cccc(Cl)c1,-3.2,55.6,17.1,-16.1,-1.4,0.1,5.5,17.6,-21.7
CN(C)/C=C/C(=O)c1cccc(Cl)c1,1.0,-17.4,3.4,0.1,5.8,-0.2,3.2,-1.4,5.7
Cn1c(NC(=O)C[n+]2cc(-c3ccccc3)n3c2CCC3)cc(=O)n(C)c1=O,3.8,14.8,8.2,-1.4,-0.2,-0.2,6.4,13.7,-1.4
CCOc1cc2[nH]c(=S)n(CCN3CCCCC3C)c(=O)c2cc1OCC (stereo not given),1.8,22.0,-21.1,-8.8,0.9,0.9,5.2,-28.1,-5.2
CCC(=O)N1CCc2cc(S(=O)(=O)NC(Cc3ccccc3)C(=O)NC3CCCCC3C)ccc21 (stereo not given),-0.2,56.5,-1.0,-5.2,-0.9,-0.6,4.0,-2.6,-4.4
CCOc1cc(C2C3=C(CCCC3=O)N(C)C3=C2C(=O)CCC3)cc(Cl)c1O,57.9*,8.5,0.7,-3.8,-6.5,-0.4,57.5*,-6.0,-13.2
CC(C)CC(=O)Nc1nnc(-c2ccco2)s1,-4.2,84.3*,0.4,-16.4,-4.0,2.5,-0.4,-8.6,-10.2
O=C(O)c1ccc2c3c(cccc13)C(=O)N(c1cccc3ccccc13)C2=O,-2.1,-3.5,-0.1,-1.1,1.1,-0.1,4.9,-9.8,2.1
CCn1c(SCC(=O)NCCc2ccccc2)nnc1C(C)C,-3.9,-21.4,4.4,8.0,2.3,-0.3,-0.8,8.4,0.4
NC(=O)c1ccc(SCC(=O)NC2CCCCC2)c([N+](=O)[O-])c1,-3.2,11.3,-4.3,-3.1,0.5,0.9,0.1,-3.3,-18.7
NC(N)=NNC(=O)c1ccccc1Cl,-0.8,4.2,13.0,-9.2,-0.9,1.6,3.9,1.4,-9.3
Cc1noc(C)c1COc1ccc(C(=O)NCc2ccccn2)cc1,-0.8,-6.8,-5.1,-2.2,2.4,0.1,2.9,-3.1,-15.5
Cc1c(C(=O)O)sc2nc3n(c(=O)c12)CCC(C)CC3 (stereo not given),-1.9,-20.7,-1.7,-2.9,-2.4,-1.6,-0.6,-4.5,-3.0
CCCNC(=O)CN(c1ccc(F)cc1)S(=O)(=O)c1ccc2c(c1)OCCO2,-1.3,9.9,1.2,1.1,5.9,1.4,1.6,1.6,12.0
C/C(=N\NC(=O)CSc1nc2ccccc2[nH]1)c1ccncc1,1.2,20.6,-11.0,-10.7,-0.8,0.4,0.8,-22.1,1.6
Cn1nccc1C(=O)N1CCc2c([nH]c3ccccc23)C1c1ccc(F)cc1 (stereo not given),-6.4,15.9,-16.5,-3.8,6.3,0.7,3.1,13.9,-9.1
O=C(c1ccc(N2C(=O)C3CC=C(Cl)CC3C2=O)cc1)N1CCCCC1 (stereo not given),-1.5,-0.4,5.6,-5.9,2.7,-0.6,1.7,-15.4,-5.7
CCCC(=O)Nc1ccccc1-c1nnn(CC(=O)Nc2ccc(OCC)cc2)n1,4.7,80.0*,-3.8,-12.0,-4.9,0.3,8.0,-47.3,-4.7
CC(=O)NC1(c2ccccc2)CCN(c2cc(C)nc(-c3ccccc3)n2)CC1,-1.4,10.5,-22.9,-19.0,46.4*,-0.5,4.6,-11.1,1.2
Cc1c(-c2nc(-c3ccc(C(F)(F)F)cc3)no2)n(C)oc1=O,4.1,18.3,-3.0,9.1,·,-0.1,2.7,-52.7,0.5
COc1cc(/C=C/C(=O)OCC(=O)NCC2CCCO2)ccc1OCC#N (stereo not given),1.6,24.7,-8.0,-0.5,-2.4,-3.0,2.9,-6.9,-4.0
COC(=O)[C@H](Cc1ccccc1)NC(=O)N1CCN(c2ccc(F)cc2)CC1,-3.5,1.9,39.4,-10.6,·,0.9,-2.2,34.1,-5.8
CC(C)NC(=O)Nc1cccs1,0.8,-12.5,-0.7,-7.3,3.3,0.1,6.8,5.1,10.9
Cc1ccc(C(=O)C(OC(=O)c2cnccn2)c2ccccc2)cc1C (stereo not given),0.3,17.5,-6.1,-7.0,1.2,0.8,7.0,3.2,-3.0
O=C(Nc1ccc(F)cc1)C(=O)c1c(O)[nH]c2ccc([N+](=O)[O-])cc12,-3.4,0.2,4.6,-7.9,·,1.1,-1.2,13.6,-2.4
COc1ccc(N=C(N)SCc2ccccn2)cc1,-0.7,6.8,-2.6,7.0,3.0,0.0,-1.2,-4.7,-12.5
Cc1ccc(C(=O)Nc2nnc(-c3ccco3)o2)cc1C,-2.2,-22.3,4.5,-10.0,6.5,0.4,5.2,7.7,1.7
S=C(NCCN1CCOCC1)Nc1ccc(-c2nc3ccccc3[nH]2)cc1,1.2,14.1,3.9,-5.7,-7.8,-0.5,2.6,5.5,-8.5
COc1ccc(-c2nnc(SCC(=O)Nc3sc4c(c3C#N)CCC4)n2CC2CCCO2)cc1 (stereo not given),-1.0,19.8,-2.8,-5.8,4.1,0.3,0.1,-3.8,-26.6
Cc1nc(NC(=O)COc2ccccc2)sc1C(=O)Nc1cccc(Cl)c1,-1.8,-4.3,-8.7,3.4,-2.4,-0.1,0.1,5.2,-5.4
C/C=C(\C)C(=O)NCCN1C2=NC[C@@H](C)N2C[C@H]1Cc1ccc(O)cc1,-2.8,9.2,-10.8,-7.2,-4.9,-0.8,-3.5,3.8,-2.4
O=C(O)c1cccc(NS(=O)(=O)/C=C/c2ccccc2)c1,3.5,30.2,-10.7,-26.5,-1.0,1.2,2.9,-4.3,-17.5
Cc1ccc(C(=O)N2CCN(S(=O)(=O)N3CCOCC3)CC2)cc1,1.4,-1.0,-5.5,0.8,-1.1,-1.8,9.9,-2.2,-5.8
O=C(/C=C/c1ccccc1)N1CCN(c2ccc([N+](=O)[O-])c(N3CCOCC3)c2)CC1,9.1,57.2,-31.2,-2.1,7.0,-2.4,11.2,-10.2,-19.2
Cc1cccc(OCCn2nc(C(=O)O)c3ccccc3c2=O)c1,0.8,85.4*,-18.8,4.1,5.8,0.3,2.9,-12.7,18.5
COc1cccc(C(C(=O)NC2CCCC2)N(Cc2ccccc2OC)C(=O)c2ccco2)c1 (stereo not given),-0.1,16.4,-6.2,-25.6,8.7,0.9,-0.3,-15.2,-2.4

# Single records, as listed above. Order of values: Ba/F3 V617F tox | CHOP inh | NPY2 pot ag | NCF1 inh | NPY Y1 blocker | S1P4 agonist | BaF3 parental | NPY-Y1 PAM-ag | S1P4 antagonist
# Record of `COc1cc(/C=C/C(=O)OCC(=O)NCC2CCCO2)ccc1OCC#N` (stereo not given) : 1.6 | 24.7 | -8.0 | -0.5 | -2.4 | -3.0 | 2.9 | -6.9 | -4.0
# Record of `O=C(/C=C/c1ccccc1)N1CCN(c2ccc([N+](=O)[O-])c(N3CCOCC3)c2)CC1` : 9.1 | 57.2 | -31.2 | -2.1 | 7.0 | -2.4 | 11.2 | -10.2 | -19.2
# Record of `Cc1cccc(OCCn2nc(C(=O)O)c3ccccc3c2=O)c1` : 0.8 | 85.4* | -18.8 | 4.1 | 5.8 | 0.3 | 2.9 | -12.7 | 18.5

# Only Ba/F3 V617F tox and BaF3 parental, for 4 of the compounds above:
compound,Ba/F3 V617F tox,BaF3 parental
C=CCSc1nc2c(cc1C#N)CCC2,0.1,3.4
Cc1ccc(C(=O)Nc2nnc(-c3ccco3)o2)cc1C,-2.2,5.2
Cn1nccc1C(=O)N1CCc2c([nH]c3ccccc23)C1c1ccc(F)cc1 (stereo not given),-6.4,3.1
CCOc1cc2[nH]c(=S)n(CCN3CCCCC3C)c(=O)c2cc1OCC (stereo not given),1.8,5.2
